AmpC inh detg = blocks E. coli AmpC beta-lactamase in detergent assay | P00811 | AmpC hydrolysis of nitrocefin, absorbance 480 nm, 0.01% Triton | Potency, µM (highest dose often 114 µM), for inactives: at the top dose activity change, negative = inhibition, actives largely listed as inhibitors | 0.041% of 370,000 active;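 further: potency means the concentration at half of the fitted maximal effect; 0% = no-compound wells and -100% = no-enzyme wells; nearly all actives have a fitted effect of over 25% in size; some results filed as inactive show a strong effect at the top dose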
Target sequence (P00811 whole entry, looked up): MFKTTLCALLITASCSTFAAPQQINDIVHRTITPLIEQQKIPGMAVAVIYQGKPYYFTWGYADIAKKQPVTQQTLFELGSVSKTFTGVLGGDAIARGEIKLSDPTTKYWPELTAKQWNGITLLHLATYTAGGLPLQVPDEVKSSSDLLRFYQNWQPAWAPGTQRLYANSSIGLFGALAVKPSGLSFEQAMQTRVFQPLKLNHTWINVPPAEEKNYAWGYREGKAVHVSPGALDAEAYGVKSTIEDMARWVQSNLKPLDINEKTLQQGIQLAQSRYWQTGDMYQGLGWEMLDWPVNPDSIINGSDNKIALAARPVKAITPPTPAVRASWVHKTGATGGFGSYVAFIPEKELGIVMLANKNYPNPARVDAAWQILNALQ
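AmpC (5.3 nM in the dispensed reagent) in 20 mM phosphate pH 7.0 with 0.01% (detergent screen) or 0.0001% Triton X-100 was preincubated with compounds for 15 min at room temperature. Nitrocefin was then added from an 800 uM solution, and hydrolysis was followed at 480 nm.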
HCMV inh = blocks human cytomegalovirus replication; AID 1259415; activity change, negative = inhibition, % at 57.5 µM; 4.5% of 410,000 active; HFF cells, HCMV-luciferase reporter, 72 h; active compounds read low; in the data active means activity change below about -60%; inconclusive means no clear call, values can overlap the other calls; inactive means above about -39%
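Steps: HFFs plated, 16 h 37C; compounds added; HCMV-luciferase added to MOI 1 PFU/cell; 72 h 37C; OneGlo reagent, 5 min room temperature; luminescence read, normalized to controls.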
AMA1-RON2 inh = AMA1-RON2 (P. falciparum) interaction inhibition; Potency, µM (top dose mostly 58.2 µM), without a hit: at the top dose activity change, negative = inhibition, most hits filed as inhibitors; AlphaScreen AMA1-biotinylated RON2 peptide binding; AID 720542; 0.2% of 360,000 active;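 further: potency means the concentration at half of the fitted maximal effect; 0% = vehicle wells and -100% = peptide control; nearly all actives have a fitted effect of over 45% in size; some results filed as inactive show a strong effect at the top dose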
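AMA1 (3D7) with his tag at 25 nM final met compounds first, then biotinylated RON2 peptide at 25 nM; detection used donor plus acceptor beads, 10 µg/mL apiece, read by AlphaScreen after 30 min at room temperature.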
Sm TGR block = inhibitors of Schistosoma mansoni thioredoxin glutathione reductase; Q962Y6; purified TGR, DTNB reduction, TNB absorbance 405 nm; Potency, µM (series often up to 114 µM), inactives show top-dose activity change, negative = inhibition, most hits filed as inhibitors; 3% of 360,000 active; further: potency means the concentration at half of the fitted maximal effect; nearly all actives have a fitted effect of over 60% in size
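First, TGR (20 nM dispensed) and NADPH were mixed with compound. Second, a 15 min room-temperature incubation followed. Third, further NADPH and then DTNB were added to start the reaction. Finally, TNB absorbance was monitored kinetically.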
Giardia FBPA inh = blocks Giardia fructose-bisphosphate aldolase activity; A8B2U2; purified Giardia FBPA; Potency, µM (doses to about 59.6 µM), without a hit: at the highest dose activity, negative = inhibition, actives largely listed as inhibitors; 0.71% of 290,000 active; AID 2451; further: potency means the concentration at half of the fitted maximal effect; nearly all actives have a fitted effect of over 55% in size
Target sequence (A8B2U2 whole entry, looked up): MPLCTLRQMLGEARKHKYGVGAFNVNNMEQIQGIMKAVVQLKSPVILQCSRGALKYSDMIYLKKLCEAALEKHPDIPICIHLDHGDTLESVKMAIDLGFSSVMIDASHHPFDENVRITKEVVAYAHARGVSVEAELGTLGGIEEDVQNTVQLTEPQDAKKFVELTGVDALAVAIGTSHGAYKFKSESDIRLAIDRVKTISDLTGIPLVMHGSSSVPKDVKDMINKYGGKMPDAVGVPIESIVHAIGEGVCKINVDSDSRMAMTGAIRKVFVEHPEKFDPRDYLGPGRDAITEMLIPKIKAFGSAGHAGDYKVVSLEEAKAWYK
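Giardia FBPA (40 nM reagent) was preincubated 10 min at RT with compound (up to 57.5 uM final), then substrate plus GAPDH/TPI/NAD/arsenate coupling system with diaphorase/resazurin was added; resorufin fluorescence (525/598 nm) was read after 20 min.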
AmpC inh no detg = AmpC beta-lactamase inhibition without detergent; P00811; AmpC nitrocefin hydrolysis, absorbance 480 nm, 0.0001% Triton; Potency, µM (series often up to 57.1 µM), for inactives: at the top dose activity change, negative = inhibition, usual class: inhibitors; 0.52% of 330,000 active;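 further: potency means the concentration at half of the fitted maximal effect; plate controls were no compound for no effect and no enzyme for full effect; nearly all actives have a fitted effect of over 20% in size; some results filed as inactive show a strong effect at the top dose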
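AmpC (5.3 nM in the dispensed reagent) in 20 mM phosphate pH 7.0 with 0.01% (detergent screen) or 0.0001% Triton X-100 was preincubated with compounds for 15 min at room temperature. Nitrocefin was then added from an 800 uM solution, and hydrolysis was followed at 480 nm.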
* marks the source's active call; other numbers are inactive results; ? = inconclusive; · = no result given; [ ] = another dose, or the depositor's remark. Unless noted, the call rests on the fitted dose curve; in most records, active means well fitted curve in the direction sought with a large enough effect; inconclusive means small, poorly fitted or top-dose-only effect, or another doubt; inactive means no such curve, though single readings can be large; an effect the other way counts as inactive or inconclusive. Unless noted, on the % scale 0 is the no-effect control and ±100 the full control effect.

compound	AmpC inh detg	HCMV inh	AMA1-RON2 inh	Sm TGR block	Giardia FBPA inh	AmpC inh no detg
COc1ccc(CNCCNC(=O)c2cccs2)cc1OC	-12%	-12	-10%	4%	-23%	-12%
COc1cc(C=O)c(Br)cc1OCC(=O)NCCc1ccccc1	-7%	?	0%	-1%	0%	-4%[2.29 µM]
Cc1ccc(Cn2c(CO)cnc2SCc2ccc(F)cc2)cc1	-5%	?	·	-11%	·	·
COc1ccc(NC2(C#N)CCCCC2)cc1	0%	?	-1%	-23%	-27%	-8%
O=C(O)CCCCCCCCCCCNC(=O)NC12CC3CC(CC(C3)C1)C2	0%	-27	2%	-7%	·	-12%
O=C(NC(=S)N1CCN(c2ccc([N+](=O)[O-])cc2)CC1)c1ccc(F)cc1	-6%	-7	46%[activator]	0%	9%	-16%
Cn1c(C(=O)N2CCC(C(=O)N3CCC4(CC3)OCCO4)CC2)cc2sccc21	1%	-5	-6%	-18%	0%	41%
CCOC(=O)c1ccc(NC(=O)N2CCN(c3ccccc3OC)CC2)cc1	7%	-26	-11%	·	-2%	85%[activator]
C=CCSc1n[nH]c2nc3c(c(=O)n12)C1(CCCC1)Cc1ccccc1-3	-1%	26	35%[activator]	0%	3%	-41%
C=CCn1c(SCc2nc3ccccc3nc2C)nnc1-c1ccoc1C	-4%	20	6%	45µM*	-14%	106%[activator]
O=C(CSc1nnc(Cc2ccccc2)n1C1CCCCC1)N1CCOCC1	-7%	77	-12%	-3%	1%	45%
CCn1nnnc1SCC(=O)c1ccc(NC(C)=O)cc1	-13%	13	5%	-21%	-5%	3%

The results go on:
compound	AmpC inh detg	HCMV inh	AMA1-RON2 inh	Sm TGR block	Giardia FBPA inh	AmpC inh no detg
O=S(=O)(c1ccc(C2CCCCC2)cc1)N1CCN(c2ccc(Cl)c(Cl)c2)CC1	0%	9	·	0%	·	·
CCN(CC)S(=O)(=O)c1cccc(C(=O)N/N=C(\C)c2ccc(O)cc2O)c1	2%	-95*	-11%	-1%	?	-58%
O=C1N(c2cccc(Cl)c2)C(c2ccccc2)N2CCCN12 (stereo unspecified)	2%	-25	51%[activator]	-21%	4%	0%
CNC(=O)Nc1cccc(NC(=O)NC)n1	10%	150	-5%	13%	19%	-12%
Clc1cccc(-c2nn3c(Cn4cnc5ccccc54)nnc3s2)c1	-1%	31	-1%	0%	3%	9%
COCCn1c(SCC(=O)NCCc2ccccc2)nc2c([nH]c3ccccc32)c1=O	?	·	14%	-7%	·	-12%
COc1ccc(-c2csc(=NCCO)n2-c2ccccc2)cc1	-4%	?	?	-2%	-10%	4%
O=c1c2ccccc2nnn1CSc1ccc2ccccc2n1	-2%	-39	3%	-5%	1%	-10%
CCN(CC(=O)Nc1ccc(NC(C)=O)cc1)C(=O)C1CCC1	-18%	-28	-14%	5%	·	-3%
CCOc1cc(C(=O)NC(=S)Nc2cccnc2)cc(OCC)c1OCC	-9%	-23	14%	50µM*	11µM*	34%
CC(O)CNCCNCc1cccs1 (stereo unspecified)	-10%	-18	135%[activator]	11%	0%	-18%
O=C(CNC(=O)c1cnccc1C(F)(F)F)c1cccc(Cl)c1	-12%	9	28%	-1%	-2%	-21%

The listing continues:
compound	AmpC inh detg	HCMV inh	AMA1-RON2 inh	Sm TGR block	Giardia FBPA inh	AmpC inh no detg
Cc1ccc(NC(=O)CN(C)S(=O)(=O)c2ccc3c(c2)n(C)c(=O)c(=O)n3C)cc1C	0%	-5	·	-3%	·	·
O=C1CCCC2=C1C(c1ccccc1)CC(=O)N2c1ccccc1 (stereo unspecified)	?	-1	-3%	-2%	19%	3%
CCc1nn(CCCC(=O)N2CCN(c3cccc(C)c3C)CC2)c(=O)c2cc3occc3n12	?	-25	-20%	-2%	-4%	113%[activator]
O=C(NNc1c(Cl)cncc1Cl)c1sccc1Cl	5%	-28	3%	-4%	1%	-16%
CCOc1ccc(C(CC(=O)O)NC(=O)C(CC)c2ccccc2)cc1 (stereo unspecified)	0%	-38	-1%	-2%	4%	-18%
Cn1c(NCCCO)nc2c1c(=O)n(Cc1ccccc1F)c(=O)n2C	-16%	5	-9%	6%	2%	-10%
CC(C)COc1ccc(C(=O)NCC2OCCc3ccccc32)cc1 (stereo unspecified)	9%	7	·	-1%	·	·
N#Cc1c(/N=C/c2cccs2)sc2c1CCCCC2	-14%	-28	?	-2%	-12%	-25%
O=C(O)/C=C/C(=O)N(Cc1ccc2c(c1)OCO2)C1CC(=O)N(CCc2ccccc2)C1=O (stereo unspecified)	-17%	?	1%	-17%	6%	-14%
COC(=O)c1ccccc1NC(=O)Nc1ccc2c(c1)OCO2	1%	7	6%	-12%	0%	-11%
CC1CC(C)CN(C(=O)c2nn(C)c3c2CS(=O)(=O)c2ccccc2-3)C1 (stereo unspecified)	-11%	-17	16%	-6%	11%	15%
CC(C)N1C(=S)SC2CS(=O)(=O)C=C21 (stereo unspecified)	?	-15	0%	-15%	7%	-26%

Next part.
compound	AmpC inh detg	HCMV inh	AMA1-RON2 inh	Sm TGR block	Giardia FBPA inh	AmpC inh no detg
CCC(c1nnnn1C(C)(C)C)N1CCN(c2cc(Cl)ccc2C)CC1 (stereo unspecified)	-8%	-15	-6%	5%	4%	-8%
COc1ccc(S(=O)(=O)NC(C)C(=O)Nc2ccc3c(c2)OCO3)cc1OC (stereo unspecified)	3%	5	0%	6%	6%	-22%
O=C(NN=C(Cc1ccccc1)Cc1ccccc1)C1CC1	-1%	-26	53%[activator]	10%	1%	-31%
Cc1ccc(OCC(=O)NNC(=O)C2CCC2)cc1C	-14%	31	0%	3%	·	-10%
CCCC(C)NC(=O)Cc1ccc(S(=O)(=O)N2CCOCC2)s1 (stereo unspecified)	-2%	39	5%	-20%	·	-17%
NS(=O)(=O)c1ccc(NC(=O)COC(=O)c2ccc3c(c2)OCCO3)cc1	6%	-28	-2%	-3%	5%	-25%
COc1ccc(CCC(=O)NCCc2ccc(Cl)cc2)cc1	-8%	-28	16%	-1%	-9%	-5%
Cc1nnc(NC(=O)CSc2ncc(-c3ccccc3)[nH]2)s1	?	13	-3%	0%	0%	-29%
Cc1ccccc1C(=O)N(CC(=O)Nc1sc(C)c(C)c1C(N)=O)C1CCCC1	?	-10	2%	-6%	-5%	12%
COc1ccc2c(c1OC)C(=O)N(c1nc(SC)n[nH]1)C2=O	?	34	2%	-3%	16µM*	-21%
CCCCNS(=O)(=O)c1ccc2nc(-c3cccnc3)cc(C(=O)NC3CCCC3)c2c1	7%	0	2%	0%	1%	10%
CCOC(=O)Cn1nc(NC(=O)c2ccc(C(=O)OC)cc2)cc1C	1%	16	5%	-24%	-3%	12%

Some of these compounds in order of SMILES length, highest first:
compound	AmpC inh detg	HCMV inh	AMA1-RON2 inh	Sm TGR block	Giardia FBPA inh	AmpC inh no detg
Cc1ccc(NC(=O)CN(C)S(=O)(=O)c2ccc3c(c2)n(C)c(=O)c(=O)n3C)cc1C	0%	-5	·	-3%	·	·
CCOc1ccc(C(CC(=O)O)NC(=O)C(CC)c2ccccc2)cc1 (stereo unspecified)	0%	-38	-1%	-2%	4%	-18%
Cc1nnc(NC(=O)CSc2ncc(-c3ccccc3)[nH]2)s1	?	13	-3%	0%	0%	-29%
O=C1N(c2cccc(Cl)c2)C(c2ccccc2)N2CCCN12 (stereo unspecified)	2%	-25	51%[activator]	-21%	4%	0%
O=C(NN=C(Cc1ccccc1)Cc1ccccc1)C1CC1	-1%	-26	53%[activator]	10%	1%	-31%
CC(C)N1C(=S)SC2CS(=O)(=O)C=C21 (stereo unspecified)	?	-15	0%	-15%	7%	-26%

The results go on.
compound	AmpC inh detg	HCMV inh	AMA1-RON2 inh	Sm TGR block	Giardia FBPA inh	AmpC inh no detg
CCOC(=O)/C(N=Nc1ccc(Cl)cc1)=C(/O)c1ccc([N+](=O)[O-])cc1	-6%	97	-3%	-4%	4%	-9%
COc1ccccc1-c1nnc(SCC(=O)NC2CC2)n1C	6%	49	0%	1%	·	-20%
COc1cc2c(cc1OC)CN(CC(O)c1ccccc1)CC2 (stereo unspecified)	-4%	-31	10%	7%	-7%	6%
CCOC(=O)C1CCN(C(=O)c2cc(S(=O)(=O)N3CCCCCC3)ccc2OC)CC1	10%	9	0%	-3%	·	200%[activator]
CC(C)C(=O)c1cn(CC(=O)NCC2CCCO2)c2ccccc12 (stereo unspecified)	-13%	1	-4%	0%	1%	-14%
O=C1/C(=C/Nc2cccc([N+](=O)[O-])c2)CCc2ccccc21	-5%	160	?	-16%	-30%	-37%
CCCCNC(=O)CCCCC(=O)N/N=C/c1ccccc1Cl	0%	-2	15%[2.32 µM]	-6%	0%	-6%
COc1ccc(NC(=O)c2cccc(N3C(=O)C4C5C=CC(C5)C4C3=O)c2)cc1 (stereo unspecified)	2%	82	7%	-1%	-7%	-15%
O=C(CCNC(=O)c1ccc(Br)cc1)NCC1CCCO1 (stereo unspecified)	-14%	7	-15%	3%	·	-14%
Cc1ccc(-n2nc(C(=O)Nc3ccc(C)c(F)c3)c(=O)n(C)c2=O)cc1	19%	-15	·	4%	·	·
Cc1c(C(=O)N2c3ccccc3Sc3ccccc32)cccc1[N+](=O)[O-]	?	?	-1%	-8%	-17%	-21%
CCOC(=O)N1CCN(C(=O)CSc2ccc(C(F)(F)F)cc2[N+](=O)[O-])CC1	-15%	14	-15%	-15%	-3%	53%

(cont.)
compound	AmpC inh detg	HCMV inh	AMA1-RON2 inh	Sm TGR block	Giardia FBPA inh	AmpC inh no detg
Cc1c(NC(=O)CN2CCCC(C)C2)ccc2nsnc12 (stereo unspecified)	6%	-4	4%	0%	11%	-22%
COC(=O)C1=C(CCc2ccccc2)NC(=O)NC1c1ccc(Br)cc1 (stereo unspecified)	?	-1	0%	-26%	16%	-43%
COc1ccc(/C=N/NC(=O)c2cc3cc(OC)c(OC)cc3[nH]2)cc1	-4%	?	0%	-13%	12%	-34%
CC1=CC(C)C(C[N+]2(C)CCCCC2)C(C)C1 (stereo unspecified)	1%	36	-11%	?	1%	-18%
CN(C)S(=O)(=O)c1cccc(C(=O)Nc2n[nH]c(C(F)(F)F)n2)c1	1%	22	52%[activator]	5%	·	-18%
N#Cc1ccccc1Cn1c(=O)n(Cc2ccc(C(=O)NCc3ccco3)cc2)c(=O)c2ccccc21	2%	-24	29%	-3%	6%	-16%
CC(C)=NN/C(N)=N/C(=S)Nc1ccc(C)cc1	-9%	-3	-2%	16%	-6%	-45%
O=C(O)CCC(=O)N1CCc2cc(S(=O)(=O)N3CC=C(c4ccccc4)CC3)ccc21	?	28	-4%	-21%	11%	-7%
COc1ccc(-c2nc3cc(NC(=O)c4ccc5c(c4)OCO5)ccc3o2)cc1	?	-10	-10%	-14%	-1%	-17%
N#Cc1ccccc1OCC(=O)OCC(=O)NC1CCCCC1	-1%	7	-1%	-2%	·	-9%
COc1ccc(C(=O)Oc2ccc3ccc(=O)oc3c2)cc1	-22%	5	-5%	-20%	4%	-1%
O=C(Cn1cnc2c(cnn2-c2ccc(F)cc2)c1=O)NCCc1ccccc1	?	20	-5%	0%	1%	-8%
